Screening data deposited in PubChem by NMMLSC.
ABCG2 block: human ABCG2 inhibition, ABCB1 as counter-screen; Q9UNQ0; IgMXP3 cells, JC-1 efflux, flow cytometry; inhibition, % at 6.6 µM; 190,000 compounds, 0.1% hits;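 active = inhibition above 80%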;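 note: 0% = DMSO and 100% = nicardipine control wells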
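Incubation: cells with compound and JC-1, 10 min at 25 °C, rotating, no wash / Test system: IgMXP3 (ABCG2) plus far-red-tagged CCRF-Adr (ABCB1) cells / Compound dosing: one concentration, 6.6 µM final / Also added: JC-1 fluorescent substrate / Evaluation: efflux inhibition in percent versus controls / Detection: flow cytometry, 530 nm JC-1 signal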
RGS7-Gao: human RGS7-Galphao interaction regulation. AID 1439. P09471. Multiplexed bead flow cytometry, RGS7-Galphao binding; actives lie on both sides. binding response (% of control), % at 10 µM. 220,000 compounds, 0.35% hits; in the data active = binding response below about 49% or above about 150%;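 note: fluorescent Galphao held in activated GDP-AlF4 state binding bead-coupled RGS7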
Target sequence (P09471 whole entry, looked up): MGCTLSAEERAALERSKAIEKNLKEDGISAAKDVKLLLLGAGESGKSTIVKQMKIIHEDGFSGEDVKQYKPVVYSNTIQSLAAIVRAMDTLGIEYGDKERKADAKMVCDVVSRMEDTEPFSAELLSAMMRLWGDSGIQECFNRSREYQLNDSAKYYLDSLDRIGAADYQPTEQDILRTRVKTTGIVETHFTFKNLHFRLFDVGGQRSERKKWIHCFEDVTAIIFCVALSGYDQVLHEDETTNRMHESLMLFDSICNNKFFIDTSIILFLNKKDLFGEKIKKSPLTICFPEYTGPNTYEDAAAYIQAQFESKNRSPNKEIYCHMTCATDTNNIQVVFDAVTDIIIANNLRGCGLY
Bim-Bcl-B: inhibitors of Bim-Bcl-B interaction, human; 190,000 compounds, 0.073% hits; bead-based flow cytometry, Bim peptide-Bcl-B binding; inhibition, % at 10 µM; Q9HD36; AID 951;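 note: 0% = tracer peptide without compound and 100% = reference inhibitor peptide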
Bcl-2 Bim block: human Bim-Bcl-2 interaction inhibition; Bead-based flow cytometry, Bim peptide-Bcl-2 binding; inhibition, % at 10 µM; 190,000 compounds, 0.06% hits; AID 950; in the data active = inhibition above about 40%;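 note: 0% = no compound wells with probe peptide and 100% = reference peptide inhibitor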
Target sequence (P10415 whole entry, looked up): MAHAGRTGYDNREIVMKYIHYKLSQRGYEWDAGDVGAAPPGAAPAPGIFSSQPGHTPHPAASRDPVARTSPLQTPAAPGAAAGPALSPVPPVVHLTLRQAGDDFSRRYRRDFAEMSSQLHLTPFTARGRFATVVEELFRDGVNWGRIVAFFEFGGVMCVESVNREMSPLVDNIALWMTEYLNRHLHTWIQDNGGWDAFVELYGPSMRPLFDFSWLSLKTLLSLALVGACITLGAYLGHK
ABCB1 block: human ABCB1 inhibition, ABCG2 as counter-screen; 190,000 compounds, 0.067% hits; P08183; CCRF-Adr cells, JC-1 efflux, flow cytometry; inhibition, % at 6.6 µM; in the data active = inhibition above about 40%;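 note: 0% = vehicle and 100% = reference inhibitor; higher value means more JC-1 retained so stronger ABCB1 efflux block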
RGS8-Gao reg: human RGS8-Galphao interaction regulation; multiplexed bead flow cytometry, RGS8-Galphao binding; actives lie on both sides; response (percent of control binding), % at 10 µM; 220,000 compounds, 0.34% hits; AID 1423; in the data active = response below about 60% or above about 140%; inactive = in between;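 note: Galphao activated as the GDP aluminium fluoride complex binding bead-coupled RGS8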
RGS4-Gao reg: modulates binding of RGS4 to human Galphao; P09471; Multiplexed bead flow cytometry; actives lie on both sides; binding response (% of control), % at 10 µM; 220,000 compounds, 0.33% hits; AID 1415; in the data active = binding response below about 49% or above about 150%; inactive = in between;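 note: fluorescent Galphao activated with aluminum fluoride binding bead-coupled RGS4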
Bcl-XL Bim block: disrupts Bim peptide binding to human Bcl-XL; bead flow cytometry, fluorescence; 190,000 compounds, 0.04% hits; Q07817; inhibition, % at 10 µM; AID 1007
Target sequence (Q07817 whole entry, looked up): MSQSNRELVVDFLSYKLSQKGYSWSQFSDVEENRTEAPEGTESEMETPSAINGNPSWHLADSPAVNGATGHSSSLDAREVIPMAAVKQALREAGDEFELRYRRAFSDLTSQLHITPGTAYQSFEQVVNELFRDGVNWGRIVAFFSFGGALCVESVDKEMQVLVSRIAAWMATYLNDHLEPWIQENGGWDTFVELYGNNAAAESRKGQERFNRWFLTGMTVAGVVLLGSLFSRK
Bim-Mcl-1: human Bim-Mcl-1 interaction inhibition. Q07820. Bead-based flow cytometry, Bim peptide-Mcl-1 binding. inhibition, % at 10 µM. 190,000 compounds, 0.1% hits. AID 1009;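 note: 0% = no compound tracer wells and 100% = peptide blocker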
Bim-Bcl-W: human Bim-Bcl-W interaction inhibition; Q92843; bead-based flow cytometry, Bim peptide-Bcl-W binding; inhibition, % at 10 µM; 190,000 compounds, 0.02% hits; AID 952;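 note: 0% = bound tracer without compound and 100% = peptide blocker; higher means less fluorescent Bim peptide bound to Bcl-W beads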
Target sequence (Q92843 whole entry, looked up): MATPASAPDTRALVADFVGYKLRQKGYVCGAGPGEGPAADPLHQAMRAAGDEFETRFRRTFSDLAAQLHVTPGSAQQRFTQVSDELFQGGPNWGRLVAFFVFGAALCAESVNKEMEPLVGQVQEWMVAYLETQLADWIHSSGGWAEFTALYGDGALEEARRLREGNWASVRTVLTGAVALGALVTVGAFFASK
Bim-Bfl-1: inhibitors of Bim-Bfl-1 interaction, human. inhibition, % at 10 µM. Q16548. Bead-based flow cytometry, Bim-Bfl-1 binding inhibition. 190,000 compounds, 0.12% hits. AID 1008;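 note: 0% = wells without compound plus tracer and 100% = blocker peptide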
Active calls of the source: *. Cut-off read from the data, not from the text of the source, unless noted: active = inhibition above about 40%.

How did CCSc1nnc(NC(=O)CSc2nc3c(c(=O)n2-c2ccccc2OC)SCC3)s1 do in these assays?
ABCG2 block: 4; RGS7-Gao: 100; Bim-Bcl-B: -6; Bcl-2 Bim block: 1; ABCB1 block: 0.9; RGS8-Gao reg: 102; RGS4-Gao reg: 103; Bcl-XL Bim block: -5; Bim-Mcl-1: -6; Bim-Bcl-W: -5; Bim-Bfl-1: -2

How did Cc1cc(C)n2ncc(C(=O)O)c2n1 do in these assays?
ABCG2 block: -1; RGS7-Gao: 96; Bim-Bcl-B: -3; Bcl-2 Bim block: -8; ABCB1 block: -0.4; RGS8-Gao reg: 100; RGS4-Gao reg: 97; Bcl-XL Bim block: -5; Bim-Mcl-1: -5; Bim-Bcl-W: -1; Bim-Bfl-1: -10

Results for CN(C)c1ccc(/C=C2\SC(=S)N(Nc3ncc(C(F)(F)F)cc3Cl)C2=O)cc1 ?
ABCG2 block: active; RGS7-Gao: 119; Bim-Bcl-B: -34; Bcl-2 Bim block: -16; ABCB1 block: 187*; RGS8-Gao reg: 104; RGS4-Gao reg: 118; Bcl-XL Bim block: -12; Bim-Mcl-1: -14; Bim-Bcl-W: -15; Bim-Bfl-1: -2

Results for CCOP(=O)(OCC)C(Nc1ccccn1)c1ccccc1 (stereo unspecified) ?
ABCG2 block: 4; RGS7-Gao: 94; Bim-Bcl-B: 0; Bcl-2 Bim block: -11; ABCB1 block: 1.0; RGS8-Gao reg: 85; RGS4-Gao reg: 103; Bcl-XL Bim block: -2; Bim-Mcl-1: -2; Bim-Bcl-W: -1; Bim-Bfl-1: -6

How did O=C(CSc1ncn[nH]1)NCCCc1ccccc1 do in these assays?
ABCG2 block: 3; RGS7-Gao: 101; Bim-Bcl-B: -9; Bcl-2 Bim block: -8; ABCB1 block: 0.4; RGS8-Gao reg: 101; RGS4-Gao reg: 100; Bcl-XL Bim block: -1; Bim-Mcl-1: -1; Bim-Bcl-W: -2; Bim-Bfl-1: -10

Results for Fc1ccc(C2NC(=S)NC3=C2N2CCC3CC2)cc1 (stereo unspecified) ?
ABCG2 block: 1; RGS7-Gao: 105; Bim-Bcl-B: -7; Bcl-2 Bim block: 0; ABCB1 block: 0.3; RGS8-Gao reg: 101; RGS4-Gao reg: 103; Bcl-XL Bim block: 1; Bim-Mcl-1: 3; Bim-Bcl-W: 1; Bim-Bfl-1: -10

How did CSc1ncccc1C(=O)OCC(=O)c1cccs1 do in these assays?
ABCG2 block: 2; RGS7-Gao: 101; Bim-Bcl-B: -6; Bcl-2 Bim block: -4; ABCB1 block: 0.0; RGS8-Gao reg: 101; RGS4-Gao reg: 96; Bcl-XL Bim block: -1; Bim-Mcl-1: -4; Bim-Bcl-W: -2; Bim-Bfl-1: -4

How did NC(=S)N/N=C/c1ccccc1[N+](=O)[O-] do in these assays?
ABCG2 block: 16; RGS7-Gao: 103; Bim-Bcl-B: -15; Bcl-2 Bim block: -3; ABCB1 block: 0.6; RGS8-Gao reg: 101; RGS4-Gao reg: 101; Bcl-XL Bim block: -5; Bim-Mcl-1: 0; Bim-Bcl-W: -4; Bim-Bfl-1: -2

What do the screens show for `CC1CCc2onc(C(=O)NCc3ccco3)c2C1` (stereo unspecified)?
ABCG2 block: 4; RGS7-Gao: 106; Bim-Bcl-B: -7; Bcl-2 Bim block: -2; ABCB1 block: 0.8; RGS8-Gao reg: 106; RGS4-Gao reg: 107; Bcl-XL Bim block: -3; Bim-Mcl-1: -4; Bim-Bcl-W: -1; Bim-Bfl-1: -7

What do the screens show for `CCOCCCn1c(SCc2nc3ccccc3s2)nc2ccccc2c1=O`?
ABCG2 block: 6; RGS7-Gao: 108; Bim-Bcl-B: 3; Bcl-2 Bim block: 3; ABCB1 block: 4.1; RGS8-Gao reg: 109; RGS4-Gao reg: 105; Bcl-XL Bim block: 7; Bim-Mcl-1: 3; Bim-Bcl-W: 3; Bim-Bfl-1: 6

Pulled by structure from the list above:
Results for Fc1ccc(C2NC(=S)NC3=C2N2CCC3CC2)cc1 (stereo unspecified) ?
ABCG2 block: 1; RGS7-Gao: 105; Bim-Bcl-B: -7; Bcl-2 Bim block: 0; ABCB1 block: 0.3; RGS8-Gao reg: 101; RGS4-Gao reg: 103; Bcl-XL Bim block: 1; Bim-Mcl-1: 3; Bim-Bcl-W: 1; Bim-Bfl-1: -10

What do the screens show for `CC1CCc2onc(C(=O)NCc3ccco3)c2C1` (stereo unspecified)?
ABCG2 block: 4; RGS7-Gao: 106; Bim-Bcl-B: -7; Bcl-2 Bim block: -2; ABCB1 block: 0.8; RGS8-Gao reg: 106; RGS4-Gao reg: 107; Bcl-XL Bim block: -3; Bim-Mcl-1: -4; Bim-Bcl-W: -1; Bim-Bfl-1: -7

New compounds follow
Results for Cc1ccsc1/C=N/NC(=O)CN1CCN(S(=O)(=O)c2ccc(Br)cc2)CC1 ?
ABCG2 block: 18; RGS7-Gao: 111; Bim-Bcl-B: -5; Bcl-2 Bim block: -4; ABCB1 block: 18; RGS8-Gao reg: 104; RGS4-Gao reg: 101; Bcl-XL Bim block: -6; Bim-Mcl-1: -6; Bim-Bcl-W: -10; Bim-Bfl-1: -1

Results for O=S1(=O)CCC(NS(=O)(=O)/C=C/c2ccccc2)C1 (stereo unspecified) ?
ABCG2 block: 2; RGS7-Gao: 104; Bim-Bcl-B: -9; Bcl-2 Bim block: -9; ABCB1 block: 0.5; RGS8-Gao reg: 107; RGS4-Gao reg: 104; Bcl-XL Bim block: -2; Bim-Mcl-1: 0; Bim-Bcl-W: 0; Bim-Bfl-1: -8

How did O=C(NCCN1C(=O)S/C(=C\c2ccccc2)C1=O)C1CCN(S(=O)(=O)c2cccs2)CC1 do in these assays?
ABCG2 block: 0; RGS7-Gao: 99; Bim-Bcl-B: -4; Bcl-2 Bim block: -4; ABCB1 block: -7.3; RGS8-Gao reg: 103; RGS4-Gao reg: 100; Bcl-XL Bim block: -7; Bim-Mcl-1: -4; Bim-Bcl-W: -2; Bim-Bfl-1: -3

How did O=C(COC(=O)c1ccccc1C(=O)c1ccccc1)NCc1ccc(F)cc1 do in these assays?
ABCG2 block: 10; RGS7-Gao: 103; Bim-Bcl-B: -1; Bcl-2 Bim block: 0; ABCB1 block: 1.6; RGS8-Gao reg: 100; RGS4-Gao reg: 101; Bcl-XL Bim block: 0; Bim-Mcl-1: 0; Bim-Bcl-W: 1; Bim-Bfl-1: -5

Results for CCN(CC)C(=O)CSc1nnc(COc2ccc(OC)cc2)n1N ?
ABCG2 block: 0; RGS7-Gao: 103; Bim-Bcl-B: 0; Bcl-2 Bim block: -4; ABCB1 block: 0.1; RGS8-Gao reg: 114; RGS4-Gao reg: 105; Bcl-XL Bim block: -4; Bim-Mcl-1: -6; Bim-Bcl-W: -5; Bim-Bfl-1: -1

What do the screens show for `Cc1ccc(CN2CCN(CC(=O)NC(C)CCc3ccccc3)C2=O)cc1` (stereo unspecified)?
ABCG2 block: 1; RGS7-Gao: 101; Bim-Bcl-B: -3; Bcl-2 Bim block: -1; ABCB1 block: 0.8; RGS8-Gao reg: 101; RGS4-Gao reg: 103; Bcl-XL Bim block: -3; Bim-Mcl-1: 3; Bim-Bcl-W: 1; Bim-Bfl-1: -6

Results for COC(=O)c1ccccc1NC(=O)CNc1cc(OC)c(OC)cc1C ?
ABCG2 block: 77; RGS7-Gao: 101; Bim-Bcl-B: -6; Bcl-2 Bim block: -6; ABCB1 block: 0.9; RGS8-Gao reg: 99; RGS4-Gao reg: 101; Bcl-XL Bim block: -6; Bim-Mcl-1: -4; Bim-Bcl-W: -4; Bim-Bfl-1: -3

What do the screens show for `CCc1cc(OCCCSc2nc(C)cc(=O)[nH]2)ccc1Cl`?
ABCG2 block: 1; RGS7-Gao: 101; Bim-Bcl-B: -4; Bcl-2 Bim block: 1; ABCB1 block: 0.1; RGS8-Gao reg: 99; RGS4-Gao reg: 100; Bcl-XL Bim block: -1; Bim-Mcl-1: 1; Bim-Bcl-W: 0; Bim-Bfl-1: -5

How did CCC(=O)Nc1nnc(SCCN2CCOCC2)s1 do in these assays?
ABCG2 block: 1; RGS7-Gao: 97; Bim-Bcl-B: -3; Bcl-2 Bim block: -4; RGS8-Gao reg: 99; RGS4-Gao reg: 96; Bcl-XL Bim block: -3; Bim-Mcl-1: -2; Bim-Bcl-W: -1; Bim-Bfl-1: -6

What do the screens show for `COc1ccc2nc3oc(C(=O)N4CCC(C(N)=O)CC4)cc3cc2c1`?
ABCG2 block: 6; RGS7-Gao: 95; Bim-Bcl-B: 10; Bcl-2 Bim block: 9; ABCB1 block: 0.1; RGS8-Gao reg: 95; RGS4-Gao reg: 97; Bcl-XL Bim block: 6; Bim-Mcl-1: 0; Bim-Bcl-W: 10; Bim-Bfl-1: 8

How did COC(=O)c1nc2n(n1)C(c1cccc(Cl)c1)C1=C(CCCC1=O)N2 (stereo unspecified) do in these assays?
ABCG2 block: 0; RGS7-Gao: 98; Bim-Bcl-B: -4; Bcl-2 Bim block: 0; ABCB1 block: 0.0; RGS8-Gao reg: 101; RGS4-Gao reg: 101; Bcl-XL Bim block: -1; Bim-Mcl-1: 0; Bim-Bcl-W: 0; Bim-Bfl-1: -6

Results for COc1cccc(CNC(=O)CCl)c1 ?
ABCG2 block: 0; RGS7-Gao: 102; Bim-Bcl-B: -8; Bcl-2 Bim block: -8; ABCB1 block: 0.0; RGS8-Gao reg: 100; RGS4-Gao reg: 100; Bcl-XL Bim block: -7; Bim-Mcl-1: -4; Bim-Bcl-W: -4; Bim-Bfl-1: -2

Results for COC(=O)CC1COc2ccccc2N1C(=O)c1ccc(OC)cc1 (stereo unspecified) ?
ABCG2 block: 4; RGS7-Gao: 105; Bim-Bcl-B: -6; Bcl-2 Bim block: -2; ABCB1 block: 0.6; RGS8-Gao reg: 108; RGS4-Gao reg: 113; Bcl-XL Bim block: 1; Bim-Mcl-1: 1; Bim-Bcl-W: 3; Bim-Bfl-1: -7

Results for O=C(Nc1ccc(N2CCOCC2)c(Cl)c1)c1ccc([N+](=O)[O-])o1 ?
ABCG2 block: 0; RGS7-Gao: 102; Bim-Bcl-B: -4; Bcl-2 Bim block: -4; ABCB1 block: -0.1; RGS8-Gao reg: 102; RGS4-Gao reg: 94; Bcl-XL Bim block: -3; Bim-Mcl-1: -2; Bim-Bcl-W: -4; Bim-Bfl-1: -5

Results for Fc1ccccc1N1CCN(C(c2ccncc2)c2nnnn2C2CCCC2)CC1 (stereo unspecified) ?
ABCG2 block: 0; RGS7-Gao: 103; Bim-Bcl-B: -7; Bcl-2 Bim block: -4; ABCB1 block: 0.1; RGS8-Gao reg: 100; RGS4-Gao reg: 95; Bcl-XL Bim block: 0; Bim-Mcl-1: 1; Bim-Bcl-W: 1; Bim-Bfl-1: -5

What do the screens show for `CC(C)(C)OC(=O)NCCCCCc1nnc(SCC(=O)Nc2cccc(Cl)c2)o1`?
ABCG2 block: 2; RGS7-Gao: 101; Bim-Bcl-B: -6; Bcl-2 Bim block: -9; ABCB1 block: 0.8; RGS8-Gao reg: 101; RGS4-Gao reg: 99; Bcl-XL Bim block: -3; Bim-Mcl-1: -1; Bim-Bcl-W: 1; Bim-Bfl-1: -7

Results for CCOC(=O)c1oc2c(CN3CCN(CCO)CC3)c(O)c(CC)cc2c(=O)c1-c1nc2ccccc2s1 ?
ABCG2 block: 0; RGS7-Gao: 99; Bim-Bcl-B: 0; Bcl-2 Bim block: -7; ABCB1 block: 1.0; RGS8-Gao reg: 100; RGS4-Gao reg: 100; Bcl-XL Bim block: -5; Bim-Mcl-1: -1; Bim-Bcl-W: -1; Bim-Bfl-1: -6

Rows were taken by chance; overall some 0.94% were active at least once.
